Assay outcomes as filed in PubChem.
CHT inh: inhibitors of human choline transporter CHT. B-score at 10 µM. 310,000 compounds, 0.86% hits. CHT-expressing cells, membrane potential dye, choline response; stronger effect = lower value. High affinity choline transporter 1 (Homo sapiens), Q9GZV3. AID 488975, 2010;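 active = B-score over 3 SD under the library average, and starting fluorescence ratio not unusually high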;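 also: choline stimulus applied at its EC90 after an EC20 pre-addition; B-score computed on integrated fluorescence ratio after choline addition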
Target sequence (Q9GZV3 whole entry, looked up): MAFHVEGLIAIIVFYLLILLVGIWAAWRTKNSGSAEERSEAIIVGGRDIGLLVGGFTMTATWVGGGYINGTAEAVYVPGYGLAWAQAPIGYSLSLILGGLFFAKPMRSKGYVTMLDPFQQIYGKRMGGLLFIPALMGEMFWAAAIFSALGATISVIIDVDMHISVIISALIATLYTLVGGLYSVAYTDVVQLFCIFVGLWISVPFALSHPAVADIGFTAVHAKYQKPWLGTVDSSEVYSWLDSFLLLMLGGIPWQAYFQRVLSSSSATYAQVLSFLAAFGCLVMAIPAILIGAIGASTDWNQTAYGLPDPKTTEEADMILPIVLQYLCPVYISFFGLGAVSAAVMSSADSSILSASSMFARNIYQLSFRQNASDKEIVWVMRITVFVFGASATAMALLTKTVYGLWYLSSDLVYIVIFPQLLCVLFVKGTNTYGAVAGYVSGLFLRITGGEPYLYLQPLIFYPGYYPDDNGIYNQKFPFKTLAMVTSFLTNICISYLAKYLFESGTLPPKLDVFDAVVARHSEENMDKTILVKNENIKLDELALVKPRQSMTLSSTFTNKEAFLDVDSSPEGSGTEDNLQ
Kir21 inh: inhibitors of mouse Kir2.1 inward-rectifier potassium channel. Inward rectifier potassium channel 2 (Mus musculus), P35561. HEK293-Kir2.1, FluxOR thallium flux fluorescence; stronger effect = lower value. B-score at 10 µM. 310,000 compounds, 0.85% hits;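 active = fluorescence ratio B-score at or below minus 3 SD of library scores, with starting-brightness B-score within 2 SD, cut at about -4.2 in these data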;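 also: channel flux triggered by added potassium and thallium sulfate stimulus; B-score of peak minus minimum fluorescence over baseline after thallium stimulus; more negative B-score means stronger Kir2.1 block with less thallium influx; some compounds called inactive have numbers as strong as hits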
Target sequence (P35561 whole entry, looked up): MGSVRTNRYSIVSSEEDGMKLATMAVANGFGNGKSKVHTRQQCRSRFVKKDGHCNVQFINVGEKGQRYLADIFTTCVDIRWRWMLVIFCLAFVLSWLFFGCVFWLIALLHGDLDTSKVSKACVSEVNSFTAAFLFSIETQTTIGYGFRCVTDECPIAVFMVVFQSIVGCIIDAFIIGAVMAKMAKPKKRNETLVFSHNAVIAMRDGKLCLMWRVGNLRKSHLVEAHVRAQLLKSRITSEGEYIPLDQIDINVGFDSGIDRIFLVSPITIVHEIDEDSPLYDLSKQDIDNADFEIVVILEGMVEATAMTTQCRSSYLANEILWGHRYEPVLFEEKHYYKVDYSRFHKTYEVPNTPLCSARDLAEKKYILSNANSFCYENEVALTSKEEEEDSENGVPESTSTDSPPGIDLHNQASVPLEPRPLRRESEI
Numbers without * were called inactive; i = inactive; nt = not tested or not shown.

SMILES	CHT inh	Kir21 inh
Cc1c(C(=O)N2CCN(c3ccc([N+](=O)[O-])cc3)CC2)sc2ncn(CC(=O)N3CCOCC3)c(=O)c12	i	2
O=C(NCCc1c[nH]c2ccccc12)/C(=C/c1cccnc1)NC(=O)c1ccco1	i	2.4
COc1cc2c(cc1OC)CN(C(=O)c1cc(=O)c3ccccc3o1)CC2	i	0.01
CCN(C(=S)NC(=O)C1CCCC1)C1CCCCC1	i	-0.96
C(=C(c1ccccc1)c1ccccc1)c1ccccn1	i	-2.2
O=C(c1cc(-c2ccccn2)nc2ccc(Br)cc12)N1CCc2ccccc2C1	nt	-0.78
CC(C)Oc1ccc(C(CC(=O)O)Cc2ccccc2)cc1 (stereo not given)	i	0.03
CC1CCCN(C(=O)CSc2n[nH]c(-c3cccs3)n2)C1 (stereo not given)	i	-0.4
O=C(OCC1OC(n2ccc(=O)[nH]c2=O)C(Cl)C1O)c1ccccc1 (stereo not given)	i	2
O=C(O)c1cccnc1Sc1ccccc1	i	0.64
O=C(O)c1ccc(Nc2ncnc3c2cnn3Cc2ccccc2)cc1	i	-0.26
NC(=O)N/N=C/c1ccccc1OCC(=O)NCc1ccccc1	i	1.6
Cc1ccc(NC(=O)c2nc[nH]c2C(=O)N[C@@H](C)C(=O)OC(C)(C)C)cc1	i	1.5
CCCN1C2=NS(=O)(=O)CCN2c2ccccc21	i	-0.51
Oc1ccc(/C=N/N2CCN(C3c4ccccc4-c4ccccc43)CC2)cc1O	i	0.03
O=C(CCn1cncn1)N1CCCC(N2CCN(c3cccc(C(F)(F)F)c3)CC2)C1 (stereo not given)	i	-0.93
CCOc1ccccc1NC(=O)CSC1=NN2CCCC(=O)N=C2S1	i	1.7
CCOC(=O)CCCNC(=O)CCNC(=O)c1ccc(OCC)cc1	i	-0.39
COc1ccc(C(=O)Nn2c(SCC(=O)N3CCC(C)CC3)nc3ccccc3c2=O)cc1	i	0.3
CCOC(=O)c1oc2ccccc2c1CN1CCCCC1	i	-0.38
COc1ccc(NC(=O)c2ccc3c(c2)CCN3S(=O)(=O)c2ccccc2)c(OC)c1	i	-0.81
O=C(CCc1nnc(-c2ccc(-c3ccccc3)cc2)o1)N1CCCCC1	i	0.03
O=C(CNc1cc(S(=O)(=O)N2CCOCC2)ccc1N1CCCC1)N1CCc2ccccc21	i	1.3
Cc1ccc(-n2ncc3c2CCCC3NC(=O)CCC2=NNC(=O)CC2)cc1C (stereo not given)	i	-0.68
CN(CC(=O)Nc1ccccc1Br)C(=O)c1ccccc1-c1nc2ccccc2s1	i	-1.3
SMILES	CHT inh	Kir21 inh
O=C(O)c1cccc(-n2cccc2/C=C\[N+](=O)[O-])c1	i	2.2
Cc1ccccc1/C=C1\CCCc2ccccc2C1=O	i	0.94
O=C(O)CS/C(=C\c1ccc(F)cc1)c1nc2ccccc2s1	i	-1.4
Cc1ccc(N2C(=O)c3cccc4c(N)ccc(c34)C2=O)c2cccnc12	i	-10
CCCn1c(N)c(N(CCOC)C(=O)C(C)Oc2ccc(F)cc2)c(=O)[nH]c1=O (stereo not given)	i	-0.01
CC(=O)c1ccc(NC(=O)C2Cc3ccccc3CN2C(=O)c2ccccc2)cc1 (stereo not given)	i	-0.39
Cc1ccc(C(=O)NC(=S)Nc2cccc3c(C)cc(C)nc23)cc1	i	1.4
Nc1ccc(S(=O)(=O)c2ccccc2)nc1	i	0.32
O=C(CCc1c[nH]c2ccccc12)N1CCCC1	i	-0.01
O=C(Nc1ccccn1)C1CCCN1S(=O)(=O)c1ccc(Cl)cc1 (stereo not given)	i	-0.56
N=c1ccn(Cc2c(Cl)cccc2Cl)cc1	i	-0.7
CCOC(=O)c1ccc(Nc2nc(C)cc(C)n2)cc1	i	0.87
COc1ccc(NC(=O)[C@@H]2CC=C[C@@H]3CCN(C4CCCCC4)C(=O)[C@@H]32)cc1	i	-0.08
COC(=O)c1c(N)c(C#N)c(C)n1-c1ccccc1	i	-1.7
CC(C(=O)O)c1ccc(N2Cc3ccccc3C2=O)cc1 (stereo not given)	i	0.02
CN(C)c1ncnc2c1NC1=C(S2)C(=NCCCC(=O)O)CC(C)(C)C1	i	-0.15
Nc1nnc(SCc2ccccc2Cl)s1	i	-0.02
Cc1ccc(N2C(=O)c3ccccc3C(C)(C)C2=O)cc1	i	-1.1
O=C(Nc1nc2ccccc2[nH]1)C12CC3CC(CC(C3)C1)C2	i	0.66
COCCCNc1nc(SCc2ccccc2)nc2sc3c(c12)CCC3	i	-1.4
COc1cc2c(cc1OC)C(C)N(C(=O)CCN1C(=O)C3C4C=CC(C4)C3C1=O)CC2 (stereo not given)	i	nt
CCn1cc(Br)c(C(=O)Nc2cccc(Cl)c2)n1	i	-1.6
CCOc1ccc(N/C=C/C(=O)c2ccccc2)c([N+](=O)[O-])c1	i	3
O=S(=O)(c1ccccc1)n1ccc2ccccc21	i	-0.54
O=C(COC(=O)[C@H](Cc1ccccc1)NC(=O)c1cccs1)Nc1cc(F)ccc1F	i	0.67
SMILES	CHT inh	Kir21 inh
CC(=O)Nc1ccc2c(COC(=O)CC3Sc4ccccc4NC3=O)cc(=O)oc2c1 (stereo not given)	i	-0.43
O=C(NCc1ccco1)c1ccccc1-c1ccccc1	i	-0.64
CCCOC(=O)c1ccc(Oc2cn[nH]c2-c2ccc(OC)cc2O)cc1	i	1.9
Cc1ccccc1CN1CCN(S(=O)(=O)c2cccs2)CC1	i	0.67
Cc1nn(Cc2ccc(Cl)cc2)c(C)c1NC(=O)c1noc2c1CCCCC2	i	0.05
COc1ccccc1CNc1nc(C)c(C(C)=O)s1	i	0.02
COc1ccc(NC(=O)[C@H](Cc2c[nH]c3ccccc23)NC(=O)[C@@H]2Cc3ccccc3CN2)cc1	i	-0.23
CCS(=O)(=O)c1ccc2oc(Nc3ccc(C(C)(C)C)cc3)nc2c1	i	2.4
Cc1nnc(SCC(=O)c2ccc(C(C)C)cc2)s1	i	-0.32
COc1ccc(C)cc1NC(=O)C(OC(=O)C1CC1)c1ccccc1 (stereo not given)	i	-1.6
CCC(C)N(C(=O)COC(=O)c1[nH]c(C)c(C(C)=O)c1C)C1CCS(=O)(=O)C1 (stereo not given)	i	-0.33
Cc1ccc2c(c1)N(C(=O)CCC(=O)NCCCN1CC(C)CC(C)C1)CCO2 (stereo not given)	i	-1.1
CC(C)C(NC(=O)c1cccs1)C(=O)NC1CCCCC1 (stereo not given)	i	1.4
CCOc1ccc(-c2nc(C)sc2CC(=O)O)cc1	i	0.39
Cc1cc(C)n2cc(CSc3nnnn3-c3ccccc3)nc2n1	i	-1.2
CC12CCC(=O)N1C(C(=O)OCC(=O)Nc1cccc(S(=O)(=O)N3CCCCCC3)c1)CS2 (stereo not given)	i	0.2
CC(=O)c1cc2c(cc1NC(=O)c1cc(C)nn1-c1ccccc1)OCO2	i	-0.99
COc1ccc(C(O)P(=O)(O)CCc2ccccc2)cc1 (stereo not given)	i	-0.06
Nc1ccccc1SCc1ccccc1Cl	i	0.72
CCC/C(C)=N\Nc1nc2c(c(=O)n(C)c(=O)n2C)n1C	i	0.38
Clc1ccccc1-c1nc2ccccc2c2nncn12	i	-0.1
O=C(c1ccccc1)C1Oc2ccccc2C2CC(c3cccs3)=NN12 (stereo not given)	i	1
CCCCOC(=O)c1ccc(NC(=O)C2CCCO2)cc1 (stereo not given)	i	-0.6
CC1=C(C(=O)Nc2ccccn2)C(c2ccc(N(C)C)cc2)n2ncnc2N1 (stereo not given)	i	1.9
COCc1cc(C)nc(SCC[N+](C)(C)CC(=O)Nc2cccc(C)c2)c1C#N	i	0.98
SMILES	CHT inh	Kir21 inh
N#CCCN(Cc1ccccc1)C(=O)c1cccs1	i	-0.47
COc1ccccc1N(Cc1ccccc1)S(=O)(=O)c1cccc(C(=O)O)c1	i	0.53
CCN1CCN(CC(O)COC(c2ccccc2)c2ccccc2)CC1 (stereo not given)	i	-0.83
NC(=O)Cn1nnc(-c2ccc(C(F)(F)F)cc2)n1	i	0.55
COC(=O)CCc1n[nH]c(=O)[nH]c1=O	i	-0.21
Cc1cc(Cl)c(S(=O)(=O)N2CCSCC2)cc1OCC(N)=O	i	-0.32
CC(=O)c1ccc(NC(=O)C(NC(=O)c2ccccc2)=C(C)C)cc1	i	-0.25
CC1CCCN(C(=O)CSc2ncccn2)C1 (stereo not given)	i	-0.81
CCc1cccc(C)c1NC(=S)N1CCCCC1c1cccnc1 (stereo not given)	i	0.4
O=C(Nc1ccncc1)c1cccc(S(=O)(=O)N2CCN(c3ccc(F)cc3)CC2)c1	i	-0.37
COc1cc(CN2CCC(C(=O)NC3CCCC3)CC2)ccc1O	i	2.4
CCCNC(=O)CSc1nc2ccccc2c(=O)n1CCC	i	1.8
COc1ccc(S(=O)(=O)N(CC(=O)NCc2ccco2)c2ccccc2)cc1OC	i	0.48
Cc1cnc(NC(=O)CSC(=S)N2CCOCC2)s1	i	-0.11
Cc1ccc(S(=O)(=O)NCC2CCCO2)cc1[N+](=O)[O-] (stereo not given)	i	-0.12
Cn1nc(NC(=O)CC(C)(C)CC(=O)O)c2ccccc21	i	1.3
N#Cc1c(N2CCN(C(=O)c3ccccc3)CC2)nc(-c2ccccc2)c2c1CCCC2	i	1.3
CC1(C)CC(NS(=O)(=O)c2ccc(S(N)(=O)=O)cc2)CC(C)(C)N1	i	-1.2
COc1ccccc1NC(=O)CSc1nnc(-c2ccncc2)o1	i	0.35
CN(C)S(=O)(=O)c1ccc(NC=O)cc1	i	-0.05
O=c1cnc2ccccc2n1CC1CCCCC1	i	-1.2
Cc1ccc(NC(=O)CN(C)C(=O)CSc2nc3ccccc3o2)cc1	i	1.7
CCC1(C)Cc2ccccc2-c2nc(NCCO)[nH]c(=O)c21 (stereo not given)	i	3.1
Cc1ccccc1N(C(=O)c1snc(C(N)=O)c1N)C(C(=O)NC1CCCC1)c1ccco1 (stereo not given)	nt	0.72
CS(=O)(=O)c1sc2nc(-c3ccccc3)cc(-c3ccccc3)c2c1N	i	1.8

Reprinted at random: three records from the list, in no set order.
SMILES	CHT inh	Kir21 inh
COCCCNc1nc(SCc2ccccc2)nc2sc3c(c12)CCC3	i	-1.4
COc1ccc(NC(=O)[C@@H]2CC=C[C@@H]3CCN(C4CCCCC4)C(=O)[C@@H]32)cc1	i	-0.08
Cc1ccc(S(=O)(=O)NCC2CCCO2)cc1[N+](=O)[O-] (stereo not given)	i	-0.12

Exported with two lines to a compound: 5 of the compounds above
Values run as follows: CHT inh | Kir21 inh
> COc1cc(CN2CCC(C(=O)NC3CCCC3)CC2)ccc1O
    i | 2.4
> CCCNC(=O)CSc1nc2ccccc2c(=O)n1CCC
    i | 1.8
> COc1ccc(S(=O)(=O)N(CC(=O)NCc2ccco2)c2ccccc2)cc1OC
    i | 0.48
> Cc1cnc(NC(=O)CSC(=S)N2CCOCC2)s1
    i | -0.11
> Cc1ccc(S(=O)(=O)NCC2CCCO2)cc1[N+](=O)[O-] (stereo not given)
    i | -0.12

Other structures.
SMILES	CHT inh	Kir21 inh
Cc1cc(C)n2c(Br)c(CSc3nc4ccccc4o3)nc2n1	i	-0.78
CC(OC(=O)c1ccc2c(c1)C(=O)N(Cc1ccncc1)C2=O)C(=O)Nc1cccc(Cl)c1Cl (stereo not given)	i	1.1
CC(C)(C)NC(=O)CSC(=Nc1cccc(F)c1)NC#N	i	1.1
COc1ccc(OC)c(Cc2nnc(CCC(=O)NC3CCCCC3)o2)c1	i	0.43
Cc1ccc(C)c(S(=O)(=O)N2CCCCC2CCNC(=O)C(=O)NCc2ccccc2)c1 (stereo not given)	i	-1.5
O=c1[nH]c2ccccc2nc1/C=C/c1ccc(O)cc1	nt	-3.4
O=S(=O)(NNc1ccc(F)cc1F)c1cccc(Cl)c1	i	-0.52
Cc1ccc(O)c(NC(=O)c2ccco2)c1	i	1.3
CSc1ccccc1NC(=O)c1noc2c1CCC2	i	0.96
Cc1ccc(NC(=O)N2CCC(C(N)=O)CC2)cc1	i	-0.02
O=C(CCc1ccccc1)N/N=C\C1CC=CCC1 (stereo not given)	i	0.35
CCN(CC)c1ccc(NC(=O)CCNC(=O)c2ccco2)cc1	i	-0.7
COc1cccc(/C=C/C(=O)OCC(=O)c2ccc3c(c2)NC(=O)CO3)c1OC	i	-0.79
c1cncc(CSc2nnc(-c3cccnc3)n2Cc2ccco2)c1	nt	-1.6
Cc1cccc(C(=O)Nc2sc(-c3ccccc3)cc2C(=O)O)c1	-6.3*	-1.2
C=CCOC(=O)C1=C(C)NC(SCC(=O)N(CC)CC)=C(C#N)C1c1ccccc1 (stereo not given)	i	0.5
CN(Cc1ccccc1)C(=O)CSc1n[nH]c(N)n1	i	0.05
CCOC(=O)[C@@H]1[C@H]2COc3ccc(Br)cc3[C@@H]2N2C(=O)N(c3ccc(C(F)(F)F)cc3)C(=O)[C@]12C	i	-0.61
CCc1ccc(NC(=O)c2cc(-c3ccco3)on2)cc1	i	-1.1
COc1ccc(-c2sc(Nc3ccccc3)n[n+]2-c2ccccc2)cc1Br	i	nt
O=C(OCC1CC(c2ccccc2)=NO1)c1ccc(Br)cc1 (stereo not given)	i	0.41
COc1ccc(-c2ccc(SCc3ccccn3)nn2)cc1OC	i	2.1

An excerpt from above in order of molecular weight, lowest first:
SMILES	CHT inh	Kir21 inh
CC1CCCN(C(=O)CSc2ncccn2)C1 (stereo not given)	i	-0.81
N=c1ccn(Cc2c(Cl)cccc2Cl)cc1	i	-0.7
CCc1ccc(NC(=O)c2cc(-c3ccco3)on2)cc1	i	-1.1
CCC/C(C)=N\Nc1nc2c(c(=O)n(C)c(=O)n2C)n1C	i	0.38
CCN(CC)c1ccc(NC(=O)CCNC(=O)c2ccco2)cc1	i	-0.7
COc1ccc(-c2ccc(SCc3ccccn3)nn2)cc1OC	i	2.1
CCC(C)N(C(=O)COC(=O)c1[nH]c(C)c(C(C)=O)c1C)C1CCS(=O)(=O)C1 (stereo not given)	i	-0.33
